Assay outcomes from PubChem BioAssay.
LDHA block: inhibitors of human lactate dehydrogenase A. P00338. purified LDHA, NADH/diaphorase-resazurin fluorescence; hits give low values. activity change, % (values are at about 110 or 230 µM). 480,000 tested, 0.15% active. AID 1347041; in the data active = activity change below about -30%; inconclusive = mostly about -25% to -30%;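 also: plate controls were DMSO wells for no effect and wells without enzyme for full effect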
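Resorufin fluorescence (ex540/em590), read at 0 and 20 min after diaphorase/resazurin addition, reports the NADH left after a 5 min room-temperature reaction of 2 nM human LDH5 with 0.06 mM NADH and 0.2 mM pyruvate.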
RGS4 inhibitor: inhibitors of human regulator of G protein signaling 4 | 390,000 tested, 0.039% active | Potency, µM (doses to about 114 µM), inactives show top-dose activity change, negative = inhibition, hits mostly inhibitors | P49798 | Transcreener GDP fluorescence polarization, RGS4-accelerated GTP hydrolysis; also: potency is read from the fitted curve at half-maximal effect; % is scaled to controls: 0 for no effect and ±100 for the full control effect; nearly all actives have a fitted effect of over 75% in size; some results filed as inactive show a strong effect at the top dose
Target sequence (P49798 whole entry, looked up): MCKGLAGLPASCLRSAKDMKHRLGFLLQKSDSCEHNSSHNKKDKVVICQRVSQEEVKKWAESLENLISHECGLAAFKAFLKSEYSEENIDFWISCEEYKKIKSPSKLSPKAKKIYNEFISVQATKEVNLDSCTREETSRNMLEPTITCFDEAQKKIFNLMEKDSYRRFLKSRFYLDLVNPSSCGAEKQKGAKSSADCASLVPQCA
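MLSMR compounds (23 nl, pin-transferred) preincubated 10 min at room temperature with a 500nM (2x) first reagent, then RGS4 at 900nM (2x) plus Transcreener GDP mix added; fluorescence polarization (620/688 nm) read before and after 90 min at 30 °C.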
ERG Ets-DNA blk: ERG Ets/DNA interaction inhibition; P11308; fluorescence polarization, His-ERG Ets domain / labelled DNA; Potency, µM (doses to about 76.9 µM), without a hit: at the highest dose FP activity, negative = inhibition, most hits filed as inhibitors; 370,000 tested, 0.028% active; AID 624246; active = well fitted inhibition curve with a large enough effect in the polarisation, with a control signal flat; inconclusive = small, poorly fitted or top-dose-only effect, or effect the other way, or a change in a side signal; inactive = no such curve, though single readings can be large or run the other way; the % refers to the polarisation;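 also: polarization taken with two DNA probes labelled with fluorescein and Texas red; potency is read from the fitted curve at half-maximal effect; % of control where 0% means no effect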
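His-tagged ERG Ets domain (1 uM in the protein solution; 300mM KCl, 50mM Tris-HCl, 1mM EDTA, 1mM DTT, pH 7.5) received compound, then a probe mix of 5 nM fluorescein-DNA and 100nM Texas-615-DNA. Fluorescence polarization was read for both dyes.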
GRP78 ERSR act: ER stress response induction in glioma; U87-MG GRP78 promoter luciferase reporter, 16 h; Potency, µM, without a hit: at the top dose activation, most hits filed as activators; 420,000 tested, 0.02% active; AID 602332; also: potency is read from the fitted curve at half-maximal effect; series mostly up to about 76 µM; % of control where 0% means no effect; nearly all actives have a fitted effect of over 35% in size
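Stably transfected U87-MG glioma cells carrying a GRP78-based luciferase sensor; 16 h compound incubation. Luminescence end-point read 10 min after Bright-Glo addition at room temperature.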
Vif-A3G inh: blocks the Vif interaction with human APOBEC3G. Q9HC16. HeLa A3G-eYFP + Vif (tagged APOBEC3G with the HIV-1 protein that degrades it), YFP fluorescence, overnight. Potency, µM (highest dose often 46.1 µM), inactives show at the top dose activity, negative = active, actives largely listed as inhibitors. 410,000 tested, 0.076% active. AID 602310;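 also: potency is read from the fitted curve at half-maximal effect; % is scaled to controls: 0 for no effect and ±100 for the full control effect; nearly all actives have a fitted effect of over 60% in size; hits raise eYFP signal because A3G escapes Vif-driven loss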
Target sequence (Q9HC16 whole entry, looked up): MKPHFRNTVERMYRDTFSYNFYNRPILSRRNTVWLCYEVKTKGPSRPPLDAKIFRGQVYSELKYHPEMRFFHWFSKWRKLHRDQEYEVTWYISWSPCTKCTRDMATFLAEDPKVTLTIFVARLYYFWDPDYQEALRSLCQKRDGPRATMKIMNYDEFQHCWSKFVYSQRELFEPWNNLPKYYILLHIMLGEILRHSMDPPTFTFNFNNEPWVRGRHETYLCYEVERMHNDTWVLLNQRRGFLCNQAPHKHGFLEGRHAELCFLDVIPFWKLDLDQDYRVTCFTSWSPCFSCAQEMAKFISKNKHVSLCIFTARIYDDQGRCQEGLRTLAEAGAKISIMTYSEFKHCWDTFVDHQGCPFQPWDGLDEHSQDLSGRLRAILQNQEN
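Read-out is eYFP fluorescence (Ex 488/Em 500-530) from Vif-expressing HeLa A3G-eYFP cells; more signal means A3G escaped Vif-mediated degradation. Cells plated overnight, compound pinned in, incubated overnight at 37 deg C.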
12-LOX inh: ALOX12 (human) lipoxygenase inhibition; 580,000 tested, 1.1% active; Potency, µM (series often up to 108 µM), without a hit: at the highest dose activity change, negative = inhibition, actives largely listed as inhibitors; purified 12hLO, xylenol orange hydroperoxide absorbance; AID 1671190; also: potency is read from the fitted curve at half-maximal effect; % is scaled to controls: 0 for no effect and ±100 for the full control effect
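Purified human 12hLO (150 nM final) in 25 mM Hepes, 0.01% Triton X-100, pH 7.0 was preincubated 15 min at room temperature with compound. Then 40 uM arachidonic acid was added, 30 min. Hydroperoxide was read by Fe-XO absorbance ratio 573/405 nm.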
D2 agonist: agonists of human D2 dopamine receptor; P14416; HEK293 T-REx D2 cells, calcium flux agonist mode; activation, % at 2 µM; 340,000 tested, 0.53% active; AID 485358;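 active = activation over 3 SD above normal in the single-dose calcium agonist read, cut at about 30% in these data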; also: 0% is about no effect
Target sequence (P14416 whole entry, looked up): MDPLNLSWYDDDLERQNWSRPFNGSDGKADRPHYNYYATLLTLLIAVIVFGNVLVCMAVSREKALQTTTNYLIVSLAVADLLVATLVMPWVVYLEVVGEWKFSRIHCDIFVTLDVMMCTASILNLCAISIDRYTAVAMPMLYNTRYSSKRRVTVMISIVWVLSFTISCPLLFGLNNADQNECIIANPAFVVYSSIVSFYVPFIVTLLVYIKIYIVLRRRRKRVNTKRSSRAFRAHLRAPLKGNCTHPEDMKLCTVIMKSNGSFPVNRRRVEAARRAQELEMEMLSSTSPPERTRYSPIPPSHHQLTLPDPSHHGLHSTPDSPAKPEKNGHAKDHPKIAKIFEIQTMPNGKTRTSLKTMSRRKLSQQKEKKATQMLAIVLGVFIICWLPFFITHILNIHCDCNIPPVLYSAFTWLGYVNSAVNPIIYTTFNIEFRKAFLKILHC
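In this primary screen, compounds producing a positive calcium signal within 180 s of addition to tetracycline-induced, force-coupled HEK293 Trex D2 cells are flagged; cells are dye-loaded with a no-wash calcium kit beforehand.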
D2 antagonist: antagonists of human D2 dopamine receptor. P14416. HEK293 TREx D2 cells, calcium flux, dopamine EC80. inhibition, % at 10 µM. 340,000 tested, 2% active. AID 485344; in the data active = inhibition above about 30%; also: 0% is about no effect
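HEK293 T-REx D2 cells, tet-induced, calcium dye no-wash. Cpd pintool add, 180 s kinetic, then EC80 DA, 180 s kinetic. Ca flux read.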
Vif-A3F inh: Vif-A3F binding inhibition; HeLa A3F-eYFP + Vif (tagged APOBEC3F with the HIV-1 protein that degrades it), YFP fluorescence increase; Potency, µM (top dose mostly 46.1 µM), inactives show at the top dose activity, negative = active; 390,000 tested, 0.2% active; AID 602313; also: potency is read from the fitted curve at half-maximal effect; % of control where 0% means no effect; nearly all actives have a fitted effect of over 65% in size
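HeLa cells stably expressing Vif plus C-terminally eYFP-tagged A3F were seeded, incubated overnight at 37 deg C, dosed with compound, incubated overnight again at 37 deg C. Yellow fluorescence (Ex 488/Em 500-530) reported blocked Vif-mediated A3F-eYFP degradation.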
* = called active by the depositor; ? = inconclusive; nt = not tested or not shown; & = joins results of further samples; [ ] = remark or other dose. Unless noted, calls follow the shape of the dose curve; as a rule, active = well fitted curve in the direction sought with a large enough effect; inconclusive = small, poorly fitted or top-dose-only effect, or another doubt; inactive = no such curve, though single readings can be large; an effect the other way counts as inactive or inconclusive.

SMILES	LDHA block	RGS4 inhibitor	ERG Ets-DNA blk	GRP78 ERSR act	Vif-A3G inh	12-LOX inh	D2 agonist	D2 antagonist	Vif-A3F inh
CC(=O)N1c2c(cc(Br)cc2S(=O)(=O)NCC2COc3ccccc3O2)CC1C (configuration not stated)	-4	-17%	-4%	40µM*	-3%	-20%	0.8	2	-6%
CCOC(=O)N1CCN(C(=O)CCSc2ccc(C)cc2)CC1	-2	-39%[11.4 µM]	8%	8%	-2%	113%[activator]	nt	nt	-3%
O=C1C=C(N2CCCCCC2)C2(CCCCC2)O1	-3	-22%	0%	-2%	-1%	-2%	-1.4	12	-8%
CCCC1=C(C(=O)OCC)C(c2ccc(NC(C)=O)cc2)NC(=O)N1 (configuration not stated)	-5	12%	nt	-2%	0%	-2%	-0.7	-4	9%
c1ccc2c(c1)ccn2CCCN1CCCCC1	-6	0%	4%	-3%	0%	-1%	nt	nt	11%
COc1ccc2nc(SCC(=O)NC3CC3)c(C#N)cc2c1	-6	-14%	-1%	-3%	3%	4%	-1.3	-4	6%
CC(=O)Nc1ccc(Cl)c(C(N)=O)c1	-1	21%	-7%	-1%	-2%	12%	2.4	15	0%
CCCN(CCC)C(=O)CC(c1ccc(F)cc1)c1ccco1 (configuration not stated)	0	-56%	-7%	-1%	-14%	-12%	-1.9	-24	nt
COc1cccc(CN(CC(=O)NC2CCCC2)C(=O)Cn2nnc(-c3cccs3)n2)c1	-8	6%	7%	-6%	-6%	0%	0.1	14	4%
COc1cc(C(=O)NC(C)c2ccccc2)ccc1OCC(=O)N1CCOCC1 (configuration not stated)	-5	-6%	-3%	-1%	0%	-2%	nt	nt	-1%
Cc1cc(=O)n2[nH]c(COc3ccccc3)nc2n1	-3	13%	-4%	0%	-3%	6%	0.4	-3	0%
Cc1onc(-c2ccccc2Cl)c1C(=O)N(C)C1CCCCC1	1	-32%	15%	-1%	0%	3%	1.1	-5	2%
O=C(CN1C(=O)CC(c2ccco2)Sc2ccccc21)NCc1ccc2c(c1)OCO2 (configuration not stated)	-4	16%	3%	0%	-1%	-2%	-0.9	-19	-5%
O=C(Nc1ccc2c(c1)OCCO2)N1CCN(c2ccccc2)CC1	0	-18%	-2%	11%	-1%	0%	-0.9	15	0%
c1ccc(COc2ccc(-c3cc4nc(NCc5ccc6c(c5)OCO6)ccn4n3)cc2)cc1	-4	nt	nt	4%	0%	7%	nt	nt	nt
C=C[C@@H]1c2ccccc2N(S(=O)(=O)c2ccc(C)cc2)[C@H](c2ccccc2)C1(C#N)C#N	1	-9%	-7%	-4%&0%	-4%&-2%	-18%	-0.4	-9	-8%
O=C(NC1CC1)C1CCCN1C(=O)NC1CCCCC1 (configuration not stated)	0	-10%	4%	-1%	0%	8%	nt	nt	-7%
O=C(CSc1cccc[n+]1[O-])Nc1cc(Cl)ccc1[N+](=O)[O-]	4	6%	13%	-5%	3%	-20%	nt	nt	2%
Cc1cc(C)cc(Cn2c3ccc(NC(=S)NCc4ccccc4F)cc3c(=O)n2C)c1	-2	nt	nt	-2%	-6%	?	nt	nt	nt
COC(=O)c1ccc(C)c(NC(=S)NCc2ccc(Cl)cc2)c1	-6	-9%	nt	-5%	1%	-17%	2.9	15	3%

GRP78 ERSR act: hit marks shown above.
mol | LDHA block | RGS4 inhibitor | ERG Ets-DNA blk | GRP78 ERSR act | Vif-A3G inh | 12-LOX inh | D2 antagonist
CC(=O)N1c2c(cc(Br)cc2S(=O)(=O)NCC2COc3ccccc3O2)CC1C (configuration not stated) | -4 | -17% | -4% | 40µM* | -3% | -20% | 2

Back to the main list, starting two compounds before the break.
SMILES	LDHA block	RGS4 inhibitor	ERG Ets-DNA blk	GRP78 ERSR act	Vif-A3G inh	12-LOX inh	D2 agonist	D2 antagonist	Vif-A3F inh
Cc1cc(C)cc(Cn2c3ccc(NC(=S)NCc4ccccc4F)cc3c(=O)n2C)c1	-2	nt	nt	-2%	-6%	?	nt	nt	nt
COC(=O)c1ccc(C)c(NC(=S)NCc2ccc(Cl)cc2)c1	-6	-9%	nt	-5%	1%	-17%	2.9	15	3%
CCn1c(CN2CCOCC2)nnc1SCC(=O)Nc1ccc(C)cc1	-9	9%	-1%	-5%	0%	0%	0.6	9	3%
COc1cccc(-n2c(SCC(=O)N3CCOCC3)nnc2-c2c[nH]c3ccccc23)c1	-2	-20%	15%	-3%	-11%	22%	-1.0	4	-6%
O=C(Cn1c(=O)oc2ccccc21)Nc1n[nH]c(=S)s1	-14	?	-6%	-4%	1%	-6%	1.0	-8	0%
COc1ccccc1CN1CC(C(=O)NCc2cc(F)cc(C(F)(F)F)c2)CCC1=O (configuration not stated)	-1	-9%	-11%	2%	4%	-8%	-0.1	9	4%
CC(C)(C)C(=O)Nc1sc2c(c1-c1nc3ccccc3[nH]1)CCCC2	-5	9%	12%	-2%	-9%	11%	0.9	-6	-21%
O=C(O)c1cc(-c2ccco2)nc2ccccc12	0	?	-1%	1%	4%	7.1µM*	0.1	8	-6%
Cc1ccc(Cl)cc1N1CCN(S(=O)(=O)c2ccc3[nH]c(=O)ccc3c2)CC1	-2	-24%	-1%	6%	-13%	-21%	-0.1	-19	-12%
Cc1cccc(N2CCN(C(=O)c3ccc4c(c3)CCN4S(C)(=O)=O)CC2)c1C	1	-18%	12%	-2%	0%	-14%	-0.3	-1	7%
C(=N\Nc1nc(N2CCCC2)nc(N2CCCC2)n1)/c1ccncc1	-3	9%	-2%	3%	-1%	170%[activator]	-1.4	11	5%
O=C(CCCN1C(=O)c2cccnc2Oc2ccc(Cl)cc21)N1CCCCC1	-2	-6%[56.9 µM]	13%	-2%	2%	16%	-0.4	15	1%
CCN(CC)CCCNC(=O)c1ccccc1NC(=O)C1=CSCCO1	-2	21%[56.9 µM]	5%	-3%	-4%	-17%	nt	nt	-7%
COc1ccccc1CNS(=O)(=O)c1c(C)nc2sc(C)cn2c1=O	1	-7%	0%	-3%	0%	-21%	-0.1	nt	2%
CCC(=O)OCCNc1cc(SCCC(=O)OC)c2nonc2c1[N+](=O)[O-]	9&18	-22%&-48%	-9%	-11%&-13%	-9%&-11%	?	0.5	-14	-14%
COCCN(CCOC)Cc1cc(=O)oc2cc(C)c(C)cc12	-3	nt	nt	-1%	-6%	14µM*	nt	nt	nt
CC12CCC(C(=O)NCc3ccc4c(c3)OCO4)(C(=O)C1=O)C2(C)C (configuration not stated)	-1	26%	-1%	-6%	3%	-16%	0.4	10	0%
CCC/C(=N\NC(=O)c1ccco1)c1ccc(Cl)s1	-4	-6%	0%	-4%	-3%	-3%	0.3	-11	-6%
Cc1cccc(N2CCN(C(=O)COc3ccc4c(c3)CCC4)CC2C)c1 (configuration not stated)	-1	-12%	-11%	-4%	2%	-26%	0.2	-6	6%
Cc1ccc(S(=O)(=O)NNC(=O)CCC(=O)Nc2ccc(C)cc2C)cc1	3	2%	1%	0%	0%	4%	-0.5	-1	1%
COc1ccc(/C=C2\SC(=S)N(CCC(=O)Nc3ccc(C(=O)O)cc3)C2=O)cc1OC	1	22%	16%	-6%	2%	nt	1.1	-5	?
CCc1nc2nc(C)c(NS(=O)(=O)c3ccc(C(C)(C)C)cc3)c(=O)n2[nH]1	-15	20%	13%	-1%	3%	0%	-0.5	nt	1%
O=C(c1ccc2ccccc2c1)N1CCCCC1	-1	0%	1%	-4%	0%	12%	-0.6	-8	4%
CCOc1ccc(CN(C)CC(=O)Nc2cccc3ccccc23)cc1OC	-17	-5%	4%	-5%	1%	-21%	0.0	9	0%
CCOC(CNC(=O)c1cccn2c(=O)c3cc(Cl)ccc3nc12)OCC	-4	-20%	-23%	-1%	-3%	7%	0.5	-17	-2%
O=[N+]([O-])c1cccc(C2Nc3cccc4cccc(c34)N2)c1	30	?	8%	0%	3%	?	0.2	-6	-3%
CS(=O)(=O)N(Cc1ccc(Cl)cc1)c1ccc(C(=O)NCC2CCCO2)cc1 (configuration not stated)	-16	-1%	-5%	-2%	3%	-6%	2.4	9	-1%
O=C(Nc1ccc(S(=O)(=O)N2CCCCC2)cc1)c1ccco1	-3	-4%	9%	0%	1%	-11%	0.1	6	2%
COc1ccc(C(=O)N/C(=C\c2ccc(Cl)cc2)C(=O)NCC2CCCO2)cc1 (configuration not stated)	6	-13%	14%	-4%	-1%	10%	0.6	-24	2%
OC1(c2ccc(Cl)cc2)CCN(Cc2cn[nH]c2-c2ccc(F)cc2)CC1	-1	-4%	-6%	-4%	4%	?	3.1	56*	-5%
CCn1c(SC)nnc1-c1c[nH]c2ccccc12	-9	28%	2%	2%	4%	9%	0.5	4	-2%
CCOc1cc(N2CCOCC2)c(OCC)cc1NC(=O)COC(=O)COc1ccc(C#N)cc1	0	9%	-2%	-2%	1%	-11%	-0.9	-11	0%
CC(C)c1ccc(C(C(=O)NC2CCCCC2)N(C(=O)c2csnn2)C2CC2)cc1 (configuration not stated)	-6	-13%	1%	-3%	-7%	-5%	-0.4	-5	?
COc1ccc(N2C(=O)CC(N3CCN(c4nc5ccccc5s4)CC3)C2=O)cc1 (configuration not stated)	-17	1%	-7%	-1%	6%	0%	2.1	-12	-11%
CCN1CCN(CCCNC(=O)Cn2c(-c3cccs3)cc3cc(F)ccc32)CC1	-10	34%	2%	-1%	6%	1%	-1.2	nt	-9%
CCOC(=O)Nc1ccc2c(C)cc(=O)oc2c1	-6	21%	-8%	4%	2%	24%	1.7	25	-13%
Cc1cc(C(=O)Nc2ccccc2C)on1	3	14%	17%	0%	0%	-8%	-0.1	-3	6%

An excerpt; rates above refer to the full screens.
